Shn3 3UTR inh: Schnurri-3 reporter inhibition in Clone20 osteoblasts | Clone20 osteoblast Shn3 3'UTR firefly luciferase, 24 h | inhibition, % at 12.5 µM | 360,000 tested, 0.52% active;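 active means mean inhibition of at least 75% with every replicate also reaching 75%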;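 further: 0% = median of neutral control wells and 100% = pilot-screen positive control compound; some compounds past the cut are filed as inactive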
HIF-2a inh: blocks HIF-2a reporter activity; 786-0 RCC cells HIF-2a reporter, luciferase luminescence, overnight; inhibition, % at 18.8 µM; 360,000 tested, 0.72% active; AID 624352;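 active means inhibition of the luminescence signal of 40% or more relative to plate controls, in a single-dose primary screen at 18.75 µM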
NR2E3 ag-1: human photoreceptor-specific nuclear receptor agonism; Q9Y5X4; CHO-S Gal4-NCOR/VP16-NR2E3 two-hybrid, luciferase; inhibition of corepressor binding, % at 3.98 µM; 360,000 tested, 0.35% active; AID 602229;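 active means inhibition above the mean of all tested compounds plus 3 SD, cut at about 70% in these data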;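 further: 0% = DMSO with NR2E3 transfected cells and 100% = cells lacking NR2E3 construct; higher means lower luciferase signal from less NR2E3 corepressor binding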
Target sequence (Q9Y5X4 whole entry, looked up, the tested form may be a part): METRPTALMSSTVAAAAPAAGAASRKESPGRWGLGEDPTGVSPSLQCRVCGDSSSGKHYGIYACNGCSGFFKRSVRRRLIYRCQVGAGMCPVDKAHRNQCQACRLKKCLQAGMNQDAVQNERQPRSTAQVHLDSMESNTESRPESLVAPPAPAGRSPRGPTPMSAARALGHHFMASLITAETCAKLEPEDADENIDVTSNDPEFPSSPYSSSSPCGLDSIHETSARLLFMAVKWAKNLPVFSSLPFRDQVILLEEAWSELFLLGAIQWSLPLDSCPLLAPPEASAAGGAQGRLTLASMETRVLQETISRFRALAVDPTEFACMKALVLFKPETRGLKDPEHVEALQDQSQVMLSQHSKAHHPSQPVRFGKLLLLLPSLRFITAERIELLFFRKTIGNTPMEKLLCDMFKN
NR2E3 ag-2: agonists of human nuclear receptor NR2E3; Q9Y5X4; GST-NR2E3/biotin-RetCOR TR-FRET, 1536-well; inhibition of corepressor binding, % at 4.78 µM; 320,000 tested, 0.12% active; AID 2300;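 active means percent inhibition above the cutoff of mean plus 3 SD of all tested compounds, set per screening campaign, cut at about 20% in these data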;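 further: 0% = DMSO wells and 100% = biotin wells as full block of FRET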
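Material: NR2E3–RetCOR corepressor complex / Amount: 1.35 nM GST-NR2E3 / Medium: Tris pH 7.5 / Compound: single nominal compound dose of 4.8 µM / Incubation: 5 h at 4 °C / Technique: TR-FRET, Eu(K)-anti-GST donor, streptavidin-D2 acceptor, ex 340, em 617/671 nm / Read-out basis: percent loss of FRET ratio relative to control wells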
C8 TRAIL sens: caspase-8 TRAIL sensitization; NB7+C8 cells + TRAIL, ATPlite viability luminescence; inhibition (viability loss, TRAIL sensitization), % at 10 µM; 360,000 tested, 1% active;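 active means compounds causing at least 50% loss of cell viability in the single-dose screen, relative to plate controls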
TRPM1 prom inh: inhibitors of MITF-driven TRPM1 promoter in melanoma cells. SK-MEL-5 TRPM1 promoter luciferase, 24 h. inhibition, % at 12.5 µM. 330,000 tested, 0.83% active;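 active means mean inhibition across replicates of 60% or more, whatever share of single replicates reaches that level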; further: values of inactives mirror those of a sister screen read the other way
CF NFkB inh: inhibitors of cystic fibrosis induced NF-kB. KKLEB NF-kB-GFP reporter, PAF-induced, GFP fluorescence overnight. inhibition, % at 5 µM. 360,000 tested, 0.86% active;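 active means at least 50% inhibition at 5 µM, scaled per plate between neutral and stimulator controls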;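 further: PAF is a Pseudomonas aeruginosa culture filtrate used as stimulus; plate controls were PAF-stimulated DMSO wells for no effect and unstimulated DMSO wells for full effect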
KKLEB tox: counter-screen for CF NF-kB inhibitors: cytotoxicity. activity change (cytotoxicity), % at 5 µM. KKLEB CF airway cells viability, ATPlite luminescence, overnight; stronger effect = lower value; cells stimulated with P. aeruginosa culture filtrate. AID 602141. 360,000 tested, 0.36% active;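 active means corrected activity change at or below -50% at 5 µM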
TWEAK Fn14 block: blocks TWEAK-Fn14 interaction in a reporter cell assay. 360,000 tested, 2% active. inhibition, % at 10 µM. TWEAK-stimulated Fn14 reporter cells, luciferase luminescence, 8 h; in the data active means inhibition above about 50%
TROY signal inh: inhibitors of TROY-dependent NF-kB signaling | Q293 LMP1-TROYcd NF-kB luciferase reporter, 4 h | inhibition, % at 10 µM | 360,000 tested, 0.98% active | AID 1347056;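 active means compounds whose plate-normalised and pattern-corrected inhibition of the luciferase reporter signal at the single screening dose is 50% or more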
Peg3 promoter: reduces Peg3 promoter-driven luciferase expression in HeLa; inhibition, % at 20 µM; 360,000 tested, 1.7% active; AID 588405; HeLa PEG-Prom luciferase reporter, luminescence, overnight;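 active means inhibition of at least 50% at 20 µM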
* = called active by the depositor; · = not tested or not shown. The list is partial; rates above refer to the full screens.

SMILES	Shn3 3UTR inh	HIF-2a inh	NR2E3 ag-1	NR2E3 ag-2	C8 TRAIL sens	TRPM1 prom inh	CF NFkB inh	KKLEB tox	TWEAK Fn14 block	TROY signal inh	Peg3 promoter
Cc1ccc2cc(/C=N/Nc3nc4ccccc4[nH]3)c(Cl)nc2c1	-97	-115	-47	·	87*	-7	-9	-48	-20	-39	-129
Cc1cc(-c2csc3nc[nH]c(=S)c23)cc(C)c1C	-5	24	32	1	60*	-1	14	-8	-17	6	27
Cc1ccc(C(=O)O/N=C(\N)c2ccccn2)c(C)c1	96*	89*	-30	1	94*	96*	30	-46	104*	87*	106*
COc1ccc2[nH]c(=O)c(CNc3ccc(C)cc3C)cc2c1	-3	-46	-19	-2	-4	16	9	12	-13	-24	-1
COc1ccc(C(=O)NC(=S)NCc2cccnc2)cc1[N+](=O)[O-]	2	17	-22	-1	0	16	9	-18	6	21	17
C/C(CC(=O)Nc1ccc(C)c(Cl)c1)=N\NC(=O)c1ccccn1	2	-49	-195	1	21	-1	5	2	-1	9	-9
Cc1cc(C)n2nc(C(=O)OCC(=O)Nc3ccc4c(c3)OC(F)(F)O4)nc2n1	3	-2	-3	-2	-5	-4	-4	13	7	22	-14
CCCc1c(C(=O)OCC)sc(N)c1C#N	-21	12	-17	2	-7	5	5	2	4	2	-1
O=C(NCC1CC1)NC(=O)c1ccccc1F	-29	-200	-36	·	-5	·	-14	-1	-7	-34	-116
O=C(Nc1ccc(F)cc1)C1CCCN1S(=O)(=O)c1cccc2nsnc12 (stereo unspecified)	-15	7	-25	1	-2	-1	9	-17	-14	5	8
O=C(Nc1ccccc1F)c1ccc(C(=O)c2ccccc2)cc1	-67	-268	-15	4	14	-69	-15	-11	-41	-21	-294
CCOC(=O)c1c(NC(C)=O)sc2c(O)c(CN3CCN(CC)CC3)ccc12	-19	-25	-7	-3	-5	1	-5	-1	10	11	-12
Fc1ccc(-c2ccc(-c3nn4c(-c5ccco5)nnc4s3)o2)cc1	-4	-93	-21	1	6	-41	-14	-25	0	-5	-54
Cc1ccc(NC(=O)CCNS(=O)(=O)c2cccc3nonc23)cc1	-31	22	-7	5	3	7	12	-6	2	-5	4
CCC(C)(C(=O)NC1CCCC1)N(Cc1cccs1)C(=O)c1ccccn1 (stereo unspecified)	-14	13	7	5	-6	9	-6	-6	5	-12	10
COc1cccc(C(=O)N(c2ccc(C)cc2)C2C=CS(=O)(=O)C2)c1 (stereo unspecified)	13	7	12	1	-3	1	-29	9	-5	-9	-5
Cc1ccc(NC(=O)/C=C/c2cccs2)c([N+](=O)[O-])c1	-80	-237	-280	1	10	-27	11	-15	15	-53	-282
CCOc1ccc(N2CC(O)=C(c3nc4ccccc4c(=O)[nH]3)C2=N)cc1	4	3	2	2	21	-10	-19	4	-12	-33	4
COc1ccc(C(C)=O)cc1CSc1nc2ccccc2o1	1	-20	-9	4	10	0	0	-8	-4	-34	0
COc1ccc(CC(=O)NNC(=O)[C@@H]2CCCC[C@@H]2C(=O)O)cc1	4	12	-8	1	-11	-1	6	3	4	4	3
C/C(=N\Nc1ccc(S(=O)(=O)N2CCCCC2)cn1)c1cccc(Br)c1	-1	-17	-18	1	3	-9	23	4	21	8	-12
CC(OC(=O)c1ccc(O)cc1)C(=O)Nc1cc(C(F)(F)F)ccc1Cl (stereo unspecified)	20	2	14	3	26	15	4	-8	-7	-5	27
CC(=O)c1cccc(N(CC(=O)NCCc2ccccc2)C(=O)c2csnn2)c1	13	9	-22	2	-14	-15	-31	3	3	6	10
Cc1ccn2c(=O)c(NC(=O)c3cccc4ccccc34)c(C)nc2c1	-3	10	-35	3	-11	7	7	-6	-8	-8	18
CCOC(=O)c1c(C)[nH]c(C)c1S(=O)(=O)N1CCOCC1	-6	12	-3	0	-4	7	-10	-7	-1	-11	7
CNc1nc(C)c(C#N)cc1C(C)=O	6	8	-28	-1	-10	-11	8	5	3	22	-14
CC(=O)N(c1cccc(C)c1)C1SC(=O)N(c2ccccc2)C1=O (stereo unspecified)	4	-2	7	-3	2	8	6	3	-4	-5	-4
c1ccc2c(c1)CC(N1CCCCC1)c1ccccc1S2 (stereo unspecified)	-20	8	-4	4	9	1	12	-5	-1	-6	13
CN(Cc1nc(-c2ccccn2)no1)S(=O)(=O)c1ccc(Cl)cc1	7	1	31	-2	3	7	2	7	1	-1	6
Cc1nnc(NCc2ccccc2)c2ccccc12	10	10	-29	3	3	-7	-4	15	5	19	2
C[C@H](CO)N1C[C@H](C)[C@@H](CN(C)Cc2cccc(C(=O)O)c2)OCc2cnnn2CCCC1=O	-4	1	-3	·	-1	·	-5	8	-4	-16	7
CCN1CC(CN(C)Cc2nc(-c3ccc(C(F)(F)F)cc3)no2)CC1=O (stereo unspecified)	·	10	20	0	-6	2	-7	-2	7	24	15
CN(C(=O)c1ccccc1C(=O)OCC(=O)c1ccc(F)cc1)c1ccccc1	-20	13	4	13	-3	5	-12	-10	20	-35	14
Cc1ccc(S(=O)(=O)N2CCN(c3ccccn3)CC2)cc1	-1	21	13	1	3	·	2	0	-2	14	14
CC(=O)c1cc(C(=O)Nc2ccc(C(=O)O)cc2)oc1C	-46	9	-4	2	-2	12	-4	3	11	7	10
COc1ccc(NS(=O)(=O)c2cccc(C(=O)N/N=C/c3cccs3)c2)cc1	-10	28	-16	3	13	-9	-23	9	-12	-1	22

One compound at a time (already shown).
CN(C(=O)c1ccccc1C(=O)OCC(=O)c1ccc(F)cc1)c1ccccc1 across the screens: Shn3 3UTR inh = -20; HIF-2a inh = 13; NR2E3 ag-1 = 4; NR2E3 ag-2 = 13; C8 TRAIL sens = -3; TRPM1 prom inh = 5; CF NFkB inh = -12; KKLEB tox = -10; TWEAK Fn14 block = 20; TROY signal inh = -35; Peg3 promoter = 14
CC(=O)N(c1cccc(C)c1)C1SC(=O)N(c2ccccc2)C1=O (stereo unspecified) across the screens: Shn3 3UTR inh = 4; HIF-2a inh = -2; NR2E3 ag-1 = 7; NR2E3 ag-2 = -3; C8 TRAIL sens = 2; TRPM1 prom inh = 8; CF NFkB inh = 6; KKLEB tox = 3; TWEAK Fn14 block = -4; TROY signal inh = -5; Peg3 promoter = -4
CN(Cc1nc(-c2ccccn2)no1)S(=O)(=O)c1ccc(Cl)cc1 across the screens: Shn3 3UTR inh = 7; HIF-2a inh = 1; NR2E3 ag-1 = 31; NR2E3 ag-2 = -2; C8 TRAIL sens = 3; TRPM1 prom inh = 7; CF NFkB inh = 2; KKLEB tox = 7; TWEAK Fn14 block = 1; TROY signal inh = -1; Peg3 promoter = 6

(listing goes on)
SMILES	Shn3 3UTR inh	HIF-2a inh	NR2E3 ag-1	NR2E3 ag-2	C8 TRAIL sens	TRPM1 prom inh	CF NFkB inh	KKLEB tox	TWEAK Fn14 block	TROY signal inh	Peg3 promoter
CC(C)C(N)c1csc(NC(=O)Nc2ccc(OC(F)(F)F)cc2)n1 (stereo unspecified)	-3	-34	18	·	16	·	33	-6	-7	36	97*
O=C(Nc1cccc(S(=O)(=O)N2CCOCC2)c1)c1c2c(nc3ccccc13)CCC2	7	26	-11	6	5	2	16	-12	9	12	13
CC(=O)c1cccc(NC(=O)Cn2c(=O)oc3cc(S(=O)(=O)N4CCCC4)ccc32)c1	-9	13	-6	0	-6	14	2	8	-7	17	2
COc1ccc(CNC(=O)[C@H](CCSC)NC(=O)N2CCn3c2nc2ccccc23)cc1	4	4	13	0	9	5	-10	2	8	-18	9
O=C(CSCc1ccc([N+](=O)[O-])cc1)NC1CCCCCC1	2	5	-25	-1	2	-4	19	-5	-4	16	13
COc1ccccc1Nc1nc(-c2c(C)[nH]c3ccccc23)cs1	-24	-47	-7	1	-3	1	-10	-6	47	49	-54
COc1ccccc1[N+](=O)[O-]	-3	8	-4	-3	10	-1	-9	5	2	-9	-4
COc1ccc(NC(=O)Cn2nc(Cc3cccnc3)c3ccccc3c2=O)cc1OC	4	5	-27	2	-9	·	-20	-3	-21	-7	2
COc1cc(OC)cc(-n2nnnc2SCC(=O)Nc2ccc(C(C)=O)cc2)c1	-12	9	5	-6	-11	-1	-4	2	-16	9	19
COc1cc(OC)cc(OC(=O)C2CCN(S(=O)(=O)c3ccc(OC)c(OC)c3)CC2)c1	-4	9	0	-1	4	2	10	-11	-3	2	-7
COc1ccc(NC(=O)c2cccc(S(=O)(=O)N3CCOCC3)c2)cc1	-16	-58	-22	1	10	-11	-5	14	9	-7	-19
NC(=O)CC(NC(=O)Cc1ccc(Br)cc1)c1ccc(NC2CCCC2)c([N+](=O)[O-])c1 (stereo unspecified)	16	-23	-7	0	-5	-37	1	-31	36	-1	61*
CCOC(=O)C1=C(C)N(CC)C(=S)NC1c1ccc(Cl)cc1 (stereo unspecified)	8	21	-20	2	5	8	10	5	-5	15	11
Nn1c(SCc2ccccc2)nnc1-c1ccco1	-9	-48	-19	0	12	-8	-9	-2	-37	-18	-20
Cc1cc(C)c2cc(CN(Cc3ccco3)C(=S)NCC3CCCO3)c(=O)[nH]c2c1 (stereo unspecified)	17	6	-4	4	-9	-2	13	2	32	17	12
COC(=O)c1ccc(N2CCN(C)CC2)c(NC(=O)c2ccc(Br)o2)c1	7	2	-8	-5	-2	18	-29	8	-11	8	-2
CCCC[n+]1c(-c2ccc(Cl)cc2Cl)csc1Nc1ccccc1	-26	-126	-32	1	15	-29	22	-6	11	25	-85
CC1OC(OC2C(CO)OC(OCC3OC(OC(=O)[C@@]45CCC(C)(C)C[C@@H]4C4=CC[C@@H]6[C@@]7(C)CCC(OC8OCC(O)C(O)C8OC8OC(C)C(O)C(O)C8O)[C@@](C)(CO)C7CC[C@@]6(C)[C@]4(C)CC5)C(O)C(O)C3O)C(O)C2O)C(O)C(O)C1O (stereo partly specified)	-5	0	-12	·	-1	4	-8	-17	14	-4	-11
COc1ccc(-c2cc3c(nn2)-c2ccccc2C3=O)cc1	46	14	-161	5	87*	72*	-28	-50*	92*	59*	80*
CC(OC(=O)CN1C(=O)NC2(CCCC2)C1=O)C(=O)Nc1cccc(Cl)c1 (stereo unspecified)	-18	-4	-10	3	-9	3	10	16	5	-12	3
CCOC(=O)c1ccc(NC(=O)C2COc3ccccc3O2)cc1 (stereo unspecified)	-20	-6	-41	-5	-6	-30	24	-8	-26	-14	-58
Cc1c(F)cccc1NS(=O)(=O)c1ccc2c(c1)n(C)c(=O)c(=O)n2C	3	9	0	-1	13	-2	-6	3	26	7	12
O=c1cnnc(Nc2ccccc2)[nH]1	-6	15	9	2	-9	-7	7	2	8	8	1
CCOC(CNC(=O)c1cccn2c(=O)c3cc(Cl)ccc3nc12)OCC	6	13	-12	-1	23	8	-65	3	19	18	14
Cc1c(C(=O)NCc2ccc(C(C)C)cc2)sc(=O)n1Cc1cccc(F)c1	10	14	15	·	7	·	-3	4	-14	21	10
COc1ccc(NC2CCCN(C(=O)CN3C(=O)c4ccccc4C3=O)C2)cc1OC (stereo unspecified)	4	1	-18	-1	1	1	-14	10	-6	9	3
Cc1ccc(S(=O)(=O)N2CC=C(c3c(C)n(C)c4ccccc34)CC2)cc1	-4	22	-15	-1	6	-3	8	-12	43	71*	8
O=C(Cc1ccccc1[N+](=O)[O-])NCCCc1ccccc1	24	-49	-11	1	2	-16	-22	3	-4	-24	-25

Compound activity from PubChem BioAssay.
